Assay outcomes (PubChem BioAssay)
MBNL1-CUG inh – inhibitors of human MBNL1 binding to CUG repeat RNA; Q9NR56; TR-FRET MBNL1-His/biotin-(CUG)12 binding, 665/545 ratio; Potency, µM (series often up to 57.5 µM), for the others: at the highest dose activity change, negative = inhibition, actives largely listed as inhibitors; 280,000 compounds, 0.036% hits; active = well fitted inhibition curve with a large enough effect in the signal ratio, with a control signal flat, not every such curve was filed as active; inconclusive = small, poorly fitted or top-dose-only effect, or effect the other way, or a change in a side signal; inactive = no such curve, though single readings can be large or run the other way; the % refers to the signal ratio; also: potency is read from the fitted curve at half-maximal effect; % is scaled to controls: 0 for no effect and ±100 for the full control effect
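Ratiometric TR-FRET (665 over 545 nm, excitation 340 nm) tracks disruption of MBNL1-His/biotin-(CUG)12 complex after 60 min at room temperature, with compounds at 92 nM to 58 uM final.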
S-ASM inh – human S-ASM enzyme inhibition; 340,000 compounds, 0.006% hits; placental ASM, HMU-PC fluorogenic substrate, 60 min; Potency, µM (series often up to 57.5 µM), inactives show at the highest dose activity change, negative = inhibition, actives largely listed as inhibitors; P17405; also: potency is read from the fitted curve at half-maximal effect
Target sequence (P17405 47-631 limits assumed): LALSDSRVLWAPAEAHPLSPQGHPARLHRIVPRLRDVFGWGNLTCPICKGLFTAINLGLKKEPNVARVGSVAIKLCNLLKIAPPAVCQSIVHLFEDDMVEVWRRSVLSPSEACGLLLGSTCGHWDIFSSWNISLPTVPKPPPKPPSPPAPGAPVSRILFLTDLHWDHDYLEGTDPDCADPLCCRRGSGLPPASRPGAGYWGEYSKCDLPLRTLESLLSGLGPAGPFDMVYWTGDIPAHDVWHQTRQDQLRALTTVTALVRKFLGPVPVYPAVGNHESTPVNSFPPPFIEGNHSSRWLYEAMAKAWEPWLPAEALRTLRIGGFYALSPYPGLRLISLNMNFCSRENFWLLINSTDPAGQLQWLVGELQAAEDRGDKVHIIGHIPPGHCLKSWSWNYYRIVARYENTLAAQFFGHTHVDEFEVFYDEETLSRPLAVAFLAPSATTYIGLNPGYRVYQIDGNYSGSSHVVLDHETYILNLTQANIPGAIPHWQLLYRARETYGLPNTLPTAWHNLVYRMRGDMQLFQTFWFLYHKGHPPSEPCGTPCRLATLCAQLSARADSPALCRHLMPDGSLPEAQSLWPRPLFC
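Human placenta-derived ASM enzyme was preincubated with compound for 10 minutes at room temperature, then given fluorogenic substrate HMU-PC0 (9 uM final) for 60 minutes at 37 °C; a pH 10 stop preceded fluorescence reading at Ex 386/Em 447 nm.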
TRPV1 agonist – human TRPV1 agonism. Q8NER1. TRPV1-expressing cells, Fluo-8 calcium influx, agonist mode. activation, % at 8.33 µM. 320,000 compounds, 0.19% hits. AID 540275; in the data active = activation above about 80%; inconclusive = between about 30% and that limit; also: 0% is about no effect
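Cells expressing TRPV1 were dye-loaded with Fluo-8 and read kinetically: 10 s baseline, 3 min after compound (agonist portion), then 2 min after EC20 capsaicin (allosteric enhancer portion). Calcium-bound dye fluorescence at 480/520 nm.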
MLL CXXC-DNA inh – inhibitors of human MLL CXXC domain-DNA interaction | MLL-CXXC / FITC-HOXA9 DNA fluorescence polarization | Potency, µM (highest dose often 115 µM), inactives show at the top dose activity change, negative = inhibition, hits mostly inhibitors | 290,000 compounds, 0.037% hits; active = well fitted inhibition curve with a large enough effect in the polarisation, with a control signal flat, not every such curve was filed as active; inconclusive = small, poorly fitted or top-dose-only effect, or effect the other way, or a change in a side signal; inactive = no such curve, though single readings can be large or run the other way; the % refers to the polarisation; also: potency is read from the fitted curve at half-maximal effect
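Fluorescence polarization: 7 uM MLL-CXXC (stock) preincubated 5 min with compounds, then 50 nM fluorescein-HOX-A9 DNA (stock) added; 30 min ambient. Buffer 50 mM Tris-HCl pH 7.5, 50 mM NaCl, 1 mM DTT, 0.05% BSA.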
a7 integrin act – activators of alpha7 integrin expression for muscular dystrophy; alpha7betagal myoblasts, beta-gal FDG fluorescence, 48 h; Potency, µM (titrated, usually from 38.3 µM), for inactives: at the top dose activation, usual class: activators; 350,000 compounds, 0.064% hits; AID 624291;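 also: potency is read from the fitted curve at half-maximal effect; 100% = response of the positive control SU9516; nearly all actives have a fitted effect of over 60% in size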
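Alpha7betagal+/- myoblasts (passage 13) were plated 16-24 hr, then exposed to compounds (1:260 dilution of DMSO stock) for 48 hours at 37C. After MPER lysis, β-galactosidase reporter activity was read as FDG fluorescence (ex 480/em 540) after 30 minutes.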
FBPA coupling cs – counter-screen for Giardia aldolase inhibitors: coupling enzyme system | 290,000 compounds, 0.67% hits | activity change, negative = inhibition, % at 58.2 µM, hits read low | AID 2472 | coupling enzyme system counterscreen, AmpLite Red fluorescence; in the data active = activity change below about -30%; also: % is scaled to controls: 0 for no effect and ±100 for the full control effect
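Coupling enzymes only (glyceraldehyde-3-phosphate) + compound, at 57.5 uM final, 10 min RT; add substrate/coupling/AmpLite Red mix, 20 min RT; fluorescence ex 525/em 598 nm. Actives flag coupling-system interference.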
KCNH2 3.1 inh – blocks the human KCNH2 3.1 channel isoform; U2OS KCNH2 3.1, thallium flux FluxOr; stronger effect = lower value; activity change, % (tested at about 1.8 µM); 340,000 compounds, 0.95% hits; AID 720553;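 active = maximum activity change below -70%; inconclusive = maximum activity change from -70% to -50%; inactive = maximum activity change above -50%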;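 also: thallium influx rate constant from kinetic fluorescence after stimulation buffer; % is scaled to controls: 0 for no effect and ±100 for the full control effect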
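FluxOr-based Tl+ influx in U2OS cells transduced with KCNH2 3.1 virus; rate constants normalized to DMSO controls.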
GALK inhibitor – inhibitors of human galactokinase; Potency, µM (highest dose often 57.5 µM), inactives show at the top dose activity change, negative = inhibition, usual class: inhibitors; 270,000 compounds, 0.007% hits; Purified GALK, Kinase-Glo residual ATP luminescence; P51570; AID 1868; also: potency is read from the fitted curve at half-maximal effect; % is scaled to controls: 0 for no effect and ±100 for the full control effect
Target sequence (P51570 whole entry, looked up): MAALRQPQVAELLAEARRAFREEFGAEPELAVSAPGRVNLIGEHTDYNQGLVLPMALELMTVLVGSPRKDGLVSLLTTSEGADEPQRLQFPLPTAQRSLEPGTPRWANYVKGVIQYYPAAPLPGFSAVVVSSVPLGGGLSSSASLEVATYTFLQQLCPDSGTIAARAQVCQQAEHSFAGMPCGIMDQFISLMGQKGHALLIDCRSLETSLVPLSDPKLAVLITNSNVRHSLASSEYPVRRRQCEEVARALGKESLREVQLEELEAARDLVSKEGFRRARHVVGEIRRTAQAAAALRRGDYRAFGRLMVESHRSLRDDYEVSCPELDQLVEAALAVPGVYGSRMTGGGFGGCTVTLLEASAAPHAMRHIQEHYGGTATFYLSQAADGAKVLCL
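Galactose (100 uM) and ATP (35 uM) were turned over by 5 nM GALK for 1 h at RT. Kinase-Glo Plus then converted the remaining ATP into a luminescent signal.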
hERG WT inh – KCNH2 (human, wildtype) channel inhibition; Q12809; U2OS, BacMam KCNH2, thallium flux FluxOr; stronger effect = lower value; activity change, % at 1.84 µM; 340,000 compounds, 0.37% hits;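 active = maximum activity change below -70%; inconclusive = maximum activity change between -70% and -50%; inactive = maximum activity change above -50%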; also: % is scaled to controls: 0 for no effect and ±100 for the full control effect
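U2OS cells were transduced with wild-type KCNH2 virus (2.03 x 10^8 / mL) for 4 h at room temperature, then cultured overnight at 37 C. Thallium flux was read with FluxOr dye. Rate constants were normalized to DMSO controls.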
AT treatment – potential ataxia-telangiectasia treatment. […] A-T fibroblasts, KAP-1 phosphorylation AlphaLISA; neocarzinostatin DNA damage 30 min before lysis. Potency, µM (series often up to 57.5 µM), for inactives: top-dose activation, most hits filed as activators. 320,000 compounds, 0.19% hits. AID 485349; also: potency is read from the fitted curve at half-maximal effect; % of control where 0% means no effect; nearly all actives have a fitted effect of over 45% in size
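ATM-like activity read as KAP-1 phosphorylation via AlphaLISA donor/acceptor antibody pairs after lysis and 6 hr at 25C. Cells were ATM-null patient fibroblasts ([…], hTERT), dosed 60 min, then exposed to the DSB inducer NCS for 30 min.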
Numbers without * were called inactive; ? = inconclusive; / = no result given; & = joins results of further samples; [ ] = dose if it differs, or a comment. Unless noted, calls follow the shape of the dose curve; as a rule, active = well fitted curve in the direction sought with a large enough effect; inconclusive = small, poorly fitted or top-dose-only effect, or another doubt; inactive = no such curve, though single readings can be large; an effect the other way counts as inactive or inconclusive.

structure,MBNL1-CUG inh,S-ASM inh,TRPV1 agonist,MLL CXXC-DNA inh,a7 integrin act,FBPA coupling cs,KCNH2 3.1 inh,GALK inhibitor,hERG WT inh,AT treatment
CO[C@@]1(NC(=O)CSCC#N)C(=O)N2C(C(=O)O)=C(CSc3nnnn3C)CS[C@@H]21,12%,5%,0,2%&0%,/,0,23,/,-11,1%
COc1cc(NC(=O)COC(=O)CNS(=O)(=O)c2ccc(F)c(F)c2F)cc(OC)c1,?,0%,2,2%,0%,4,2,1%,-1,-4%
COc1ccc(/C=C/C(=O)NC(=S)NN2CCCCC2c2cccnc2)cc1 (stereo not given),2%,4%,9,0%,-22%,4,7,1%,22,-2%
O=C(CN(c1ccccc1)S(=O)(=O)c1ccc(Cl)cc1)Nc1cccnc1,-3%,-3%,?,1%,12%,4,1,6%,2,0%
CCN(C(=O)c1ccc(Br)o1)C1CCS(=O)(=O)C1 (stereo not given),/,0%,-7,/,23%,/,-2,/,-11,-11%
O=C(NCCC1=CCCCC1)C1CC(=O)N(C2CCCCCC2)C1 (stereo not given),0%,2%,17,-4%,-12%,3,-22,-1%,2,0%
Cc1ccc(CNC(=O)CN(C)S(=O)(=O)c2ccc3c(c2)n(C)c(=O)c(=O)n3C)cc1,-7%,0%,0,10%,-7%,/,12,5%,3,13%
Cc1ccc(S(=O)(=O)Oc2ccccc2/C=N/NC(=O)c2c(Cl)cnn2C)cc1,6%,-7%,17,-4%,-39%,-5,10,-1%,-3,4%
COc1ccc(-c2csc(NC(C)c3nc4cc(Cl)c(Cl)cc4n3CCCO)n2)cc1 (stereo not given),/,?,/,/,-7%,/,-1,/,4,/
Cc1cc(Nc2ccccc2)n2nc(C)c(-c3ccccc3)c2n1,5%,4%,1,-18%,-12%,-1,11,/,4,28µM*
O=C(NCc1ccco1)/C(=C/c1ccccc1F)NC(=O)c1ccccc1,-1%,2%,3,-4%,-25%,1,-15,6%,-9,1%
COc1ccc(CC(=O)NCc2ccccc2)cc1OC,-6%,2%,22,3%,43%,-1,-4,1%,6,-1%
O=C1OC(/C=C/c2ccc(Cl)cc2Cl)=NC/1=C\c1cccs1,3%,-2%,-1,?,-9%,3,-6,/,-1,1%
O=C(Cn1c(=O)oc2ccccc21)Nc1ccccc1N1CCOCC1,1%,6%,0,4%,13%,-2,16,-3%,14,13%
COc1ccccc1NC(NC(=O)c1cccnc1)C(Cl)(Cl)Cl (stereo not given),1%,-1%,0,6%,14%,-3,3,-3%,7,9%
O=C(Nc1c(F)cc(F)cc1Br)C1CCCO1 (stereo not given),5%,2%,1,-2%,44%,0,-14,-3%,-3,-2%
Cc1ccc2c(c1)c1c(n2CC(O)Cn2nc(C)c(Br)c2C)CCCC1 (stereo not given),-3%,-18%,-1,12%,-60%[inhibitor],-9,-20,1%,15,0%
O=C(CCC1CCCN(C(=O)c2ccccc2Cl)C1)N1CCN(c2ccccn2)CC1 (stereo not given),-1%,4%,-3,8%,4%,2,1,-5%,0,-2%
COc1ccccc1N1CCN(C(=O)CCS(=O)(=O)c2ccc3c(c2)NC(=O)C(C)S3)CC1 (stereo not given),-7%,4%,1,-24%,20%,0,8,-5%,11,11%
N/C(=N\OC(=O)c1ccc2ccccc2c1)c1ccncc1,?,1%,?,-16%,?,0,17,-3%,-5,0%[11.5 µM]
CCN(CC)C(=O)C1CCCN(Cc2ccccc2)C1 (stereo not given),-3%,3%,-3,-1%,-1%,0,-22,1%,-5,/
CCOn1c(SC(C)C)nc2ccccc2c1=O,6%,-2%,8,12%,-7%,-1,-3,-2%,-16,4%
Cc1ccc(NCc2n[nH]c(=S)n2-c2ccccc2)c(C)c1,-9%,2%,7,-1%,4%,2,10,2%,-3,-2%
Cc1ccc(/C=C(\C#N)C(=O)NC(C)C)o1,?,0%,3,6%,13%,-2,36,0%,3,-5%
CC(C)CCNC(=O)c1cn(C)c2ccc(S(=O)(=O)N3CCCC3)cc2c1=O,3%,-5%,?,-2%,8%,/,25,-7%,-2,12%
O=C(N1CCOCCOc2ccccc2OCCOCC1)C(F)(F)F,-4%,-1%,-2,5%,-24%,1,-2,-2%,-2,5%
O=C(CCc1c[nH]c2ccccc12)NC(Cc1c[nH]c2ccccc12)C(=O)O (stereo not given),-2%,-1%,1,5%,2%,-2,12,2%,5,-5%
CC1CCCCN1C(=O)c1ccc(S(=O)(=O)N2CCCCC2C)cc1 (stereo not given),-3%,3%,3,15%,-7%,3,17,1%,-8,3%
COc1ccc(Nc2n[nH]c(N)c2C(N)=O)cc1,-13%,-2%,2,14%,1%,0,4,3%,4,1%
CCCCC(Sc1nc(N)c(NC(=O)c2ccc(OCC)cc2)c(=O)[nH]1)C(=O)O (stereo not given),-15%,0%,3,3%,11%,3,0,-1%,12,3%
c1csc(-c2cn3ccc4ccccc4c3n2)c1,?,-1%,-6,-20%,0%,-26,1,0%,-2,0%
COc1ccc(CCNC(=O)CSc2nc(N)cc(=O)[nH]2)cc1OC,7%,-1%,3,9%,9%,-1,0,-1%,-9,1%
CCOC(=O)c1nnn(-c2nonc2N)c1CN1CCCC1,4%,3%,5,4%,2%,1,-11,-4%,0,-1%
CCOC(=O)Cc1csc(NC(=O)CN(C)S(=O)(=O)c2cccc3cccnc23)n1,-6%,6%,0,9%,27%,2,-11,2%,4,3%
O=C(COC(=O)c1cc([N+](=O)[O-])ccc1N1CCOCC1)c1ccccc1Cl,?,-9%,28,11%,4%,/,16,1%,-2,5%
O=S(=O)(N1CCCCC1)N1CCN(S(=O)(=O)N2CCCCC2)CC1,-6%,3%,-1,14%,5%,0,1,-4%,-1,/
COc1ccc(-c2nc(CS(=O)CC(=O)N3CCN(C)CC3)c(C)o2)cc1OC (stereo not given),-6%,1%,2,-1%,-43%[inhibitor],1,-16,0%,-5,-1%
CCOC(=O)c1sc(=S)n(-c2ccc(Cl)cc2)c1C,?,-11%,-1,3%,-27%,5,5,-1%,22,-3%
NC(=O)c1c(NC(=O)COC(=O)CSc2nnc(-c3ccc(Cl)cc3)o2)sc2c1CCC2,-1%,-15%,2,-2%,-4%,0,0,0%,10,-2%
O=C(NCCCN1CCN(c2ccccc2F)CC1)C1CCN(S(=O)(=O)N2CCOCC2)CC1,-5%,2%,3,15%,-7%,4,13,-2%,-2,7%
COc1ccc(C(=O)NC(=O)CSc2nnc(-c3ccco3)n2-c2ccccc2)cc1,-8%,-9%,5,0%,21%,7,-6,-1%,-15,0%
CSc1nnc2c(n1)OC(C)N(C(=O)c1ccccc1)c1ccccc1-2 (stereo not given),?,4%,-3,-1%,8%,0,1,1%,-1,-4%
C=CCOC(=O)N1CCN(c2cccc(C(F)(F)F)c2)CC1,3%,2%,?,0%,22%,0,1,1%,-8,4%
CC1CN(C(=O)N(C)C)CCN1C(=O)N(C)C (stereo not given),5%,4%,-1,14%,7%,1,-8,13%,-4,6%
CCCCNc1c(N)n(CC(C)C)c(=O)[nH]c1=O,-9%,119%[activator],24,-16%,-13%,-3,-7,-2%,19,4%
CCOC(=O)C[C@H]1c2cc(C(F)(F)F)ccc2S(=O)(=O)N1C(C)C,/,-3%,/,/,13%,/,6,/,5,/
Cc1cc(C)n(CC(=O)NNC(=O)c2cccc(C(F)(F)F)c2)n1,-1%,0%,-2,16%,-13%,/,7,-2%,-50,4%
CCCN1CCN(CCCNC(=O)Cn2ncc3c4ccccc4n(C)c3c2=O)CC1,-12%,1%,-1,1%,-9%,1,0,0%,38,4%
O=C(c1ccccc1)c1ccc2nc[nH]c2c1,?,2%,2,-1%,-3%,0,-4,0%,9,1%
Cc1cccc(C(=O)NC2CCN(S(=O)(=O)c3cccc(F)c3)CC2)c1,/,13%,/,/,?,/,-2,/,11,/
Cc1ccc(S(=O)(=O)N(C)C)cc1NC(=S)NC(C)CCC(C)C (stereo not given),-10%,-3%,23,-1%,-40%,0,10,2%,30,4%

An excerpt from above, showing only a7 integrin act and KCNH2 3.1 inh.
mol | a7 integrin act | KCNH2 3.1 inh
CSc1nnc2c(n1)OC(C)N(C(=O)c1ccccc1)c1ccccc1-2 (stereo not given) | 8% | 1
C=CCOC(=O)N1CCN(c2cccc(C(F)(F)F)c2)CC1 | 22% | 1
